Source: PubChem (several laboratories)
TbMetRS inhib = blocks T. brucei methionyl-tRNA synthetase activity | purified T. brucei MetRS, ATP depletion, Kinase-Glo luminescence | inhibition, % at 11.9 µM | 360,000 tested, 0.4% active;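 active = inhibition above a per-plate cutoff of the control wells' mean inhibition plus 3 SD, cut at about 5.5% in these data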;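 note: 0% = DMSO wells median and 100% = median of wells with control inhibitor compound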
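Material: T. brucei methionyl-tRNA synthetase, purified; reagent: substrates ATP, L-methionine and bulk Escherichia coli tRNA; dosing: 11.9 µM single point; timing: 15 min plus 2 h at 25 °C; detection: luminescence of leftover ATP; evaluation: % inhibition; control set: DMSO-only wells as low control; replicates: singlicate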
NRP1-CendR mod = NRP-1/CendR interaction modulation; O14786; FAM-RPARPAR peptide binding to NRP-1, fluorescence polarization; inhibition, % at 25 µM; 360,000 tested, 0.85% active; AID 602438;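 active = inhibition or corrected inhibition above about 18%, plus a signal ratio from 0.5 to 1.5, limit read from the data, passing the limit was not always enough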; note: strong numbers were not always called active
Target sequence (O14786 whole entry, looked up): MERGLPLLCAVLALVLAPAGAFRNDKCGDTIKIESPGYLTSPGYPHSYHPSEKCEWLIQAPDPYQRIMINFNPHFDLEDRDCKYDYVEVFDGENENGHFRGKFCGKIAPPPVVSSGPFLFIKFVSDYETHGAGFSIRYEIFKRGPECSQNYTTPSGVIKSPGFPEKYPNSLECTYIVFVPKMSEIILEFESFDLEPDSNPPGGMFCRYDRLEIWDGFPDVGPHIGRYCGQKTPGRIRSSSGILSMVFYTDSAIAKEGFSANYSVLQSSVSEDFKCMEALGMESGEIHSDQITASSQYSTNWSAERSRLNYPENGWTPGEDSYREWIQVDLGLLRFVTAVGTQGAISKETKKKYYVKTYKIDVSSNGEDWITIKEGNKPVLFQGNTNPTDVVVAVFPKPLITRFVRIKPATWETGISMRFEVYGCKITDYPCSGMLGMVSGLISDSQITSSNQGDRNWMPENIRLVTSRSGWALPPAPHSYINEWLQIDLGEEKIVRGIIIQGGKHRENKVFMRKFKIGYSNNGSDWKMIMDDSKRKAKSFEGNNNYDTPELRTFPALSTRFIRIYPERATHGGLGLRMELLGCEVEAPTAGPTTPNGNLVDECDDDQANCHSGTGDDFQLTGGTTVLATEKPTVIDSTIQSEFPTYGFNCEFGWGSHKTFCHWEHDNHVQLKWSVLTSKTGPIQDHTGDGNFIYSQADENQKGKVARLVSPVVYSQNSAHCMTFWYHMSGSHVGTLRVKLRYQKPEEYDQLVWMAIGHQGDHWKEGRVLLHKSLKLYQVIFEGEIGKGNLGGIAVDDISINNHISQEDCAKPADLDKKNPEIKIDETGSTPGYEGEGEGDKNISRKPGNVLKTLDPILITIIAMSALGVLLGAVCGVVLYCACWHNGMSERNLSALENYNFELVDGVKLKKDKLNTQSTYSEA
Neddyl block = cullin neddylation inhibition; TR-FRET cullin neddylation, biochemical; calls only at 25 µM; 360,000 tested, 0.58% active; in the data active = inhibition above about 36%
STEP inh = STEP (human) phosphatase inhibition; P54829; recombinant STEP, OMFP fluorogenic substrate, fluorescence; inhibition, % at 20 µM; 360,000 tested, 0.25% active; AID 588621;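 active = inhibition at 20 µM, scaled per plate between control wells, above about 37%, limit read from the data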;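 note: 0% = DMSO with enzyme and substrate and 100% = substrate only without enzyme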
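Measure: Control-normalized % inhibition with plate pattern correction | Test system: STEP phosphatase, cell-free reaction | Medium: pH 6.0 Bis-Tris with DTT and Tween 20 | Technique: Fluorescence, 480/540 nm | Times: Reaction 20 min, ambient temperature | Doses: Single compound dose of 20 µM, 1% DMSO final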
LMPTP inh = LMPTP (human) inhibition; P24666; recombinant LMPTP-A, OMFP fluorogenic substrate, fluorescence intensity; inhibition, % at 20 µM; 360,000 tested, 0.22% active; AID 651560;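 active = compounds that cut the enzyme signal by at least half of the control window in the single-dose screen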;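 note: plate controls were DMSO wells with enzyme plus substrate for no effect and substrate without enzyme for full effect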
Target sequence (P24666 whole entry, looked up): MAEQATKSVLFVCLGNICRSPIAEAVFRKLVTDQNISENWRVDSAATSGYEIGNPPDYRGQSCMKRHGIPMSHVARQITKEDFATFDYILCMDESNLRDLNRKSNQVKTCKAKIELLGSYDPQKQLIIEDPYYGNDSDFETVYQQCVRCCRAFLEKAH
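Test system – LMPTP-A phosphatase enzyme · Quantity – 0.625 nM LMPTP-A final · Reagent – OMFP substrate, 400 µM final · Dosing – one test concentration per compound, 20 µM, with 3% DMSO overall · Timing – 50 min enzyme reaction at room temperature, protected from light · Detection – fluorescence intensity · Controls – substrate-only low control, DMSO enzyme-plus-substrate high control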
SKN-1 block = C. elegans SKN-1 inhibition. C. elegans VP596 Pgst-4::GFP/RFP ratio, acrylamide-induced, 24 h. inhibition, % at 21.8 µM. 360,000 tested, 0.49% active. AID 624304;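 active = interference check ratio from 0.5 to 1.5 plus GFP to RFP signal ratio inhibition reaching or exceeding a fixed threshold, cut at about 30% in these data, passing the limit was not always enough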; note: some compounds called inactive have numbers as strong as hits
SUMO1 PPI mod = SUMO1-SIM interaction modulation | P63165 | SUMO1 binding to a labelled peptide, TR-FRET, 1 h | inhibition, % at 20 µM | 360,000 tested, 0.33% active; in the data active = inhibition above about 37%
Scp-1 inhibitor = Scp-1 (human) phosphatase inhibition. Q9GZU7. AID 493091. Recombinant Scp1, phosphopeptide, malachite green phosphate absorbance. 340,000 tested, 0.88% active. inhibition, % at 20 µM;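 active = inhibition above about 50% at 20 µM, limit read from the data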;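 note: plate controls were DMSO wells with enzyme for no effect and wells lacking enzyme for full effect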
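Times: enzyme reaction 45 min at room temperature, colour 5 min, stabilisation 30 min. Material: SCP-1 catalytic fragment, aa 76-261. Medium: Acidic Tris acetate buffer with magnesium and detergent. Signal: colorimetric free-phosphate detection, absorbance 630 nm. Read-out basis: % inhibition of SCP-1 phosphate liberation. Reagent: Phosphorylated 17-residue peptide substrate.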
NadD inh = NadD (S. aureus) enzyme inhibition; purified NadD enzyme, colorimetric absorbance read-out; inhibition, % at 20 µM; 360,000 tested, 0.78% active; AID 602399; in the data active = inhibition above about 26%; note: some compounds past the cut are filed as inactive
DNMT1 inh = blocks human DNA methyltransferase DNMT1. P26358. DNMT1 molecular beacon, Hinp1I cleavage, fluorescence. inhibition (reported as % activation of signal), % at 10 µM. 360,000 tested, 0.83% active. AID 588458; in the data active = inhibition above about 50%
Numbers without * were called inactive; i = inactive; / = not tested or not shown; + = active, no number. Compounds as they come (roughly 4.6% active in at least one column).

SMILES | TbMetRS inhib | NRP1-CendR mod | Neddyl block | STEP inh | LMPTP inh | SKN-1 block | SUMO1 PPI mod | Scp-1 inhibitor | NadD inh | DNMT1 inh
COc1ccccc1OCC(=O)OCC(=O)Nc1ncc(Cl)cc1Cl | -1.3 | -15 | i | -8 | -1.7 | -2 | 1 | 10 | -2 | 0
Cc1ccc(/C=N/NC(=O)c2cc(-c3ccc(C)o3)[nH]n2)cc1 | 0.0 | 4 | i | 3 | 0.2 | 13 | -6 | 1 | -2 | 5
Cc1[nH]nc2c1C1(CCC3(CC1)OCCO3)C(C#N)=C(N)O2 | -0.4 | 8 | i | 1 | -1.5 | 3 | -2 | 7 | -1 | 5
c1coc(CSc2ncnc3c2oc2ccccc23)c1 | -0.5 | 2 | i | 0 | 2.8 | 11 | 5 | 0 | -9 | 2
CCn1c(CN2CCCCCC2=O)nnc1SCc1cnc(-c2ccccc2)s1 | -0.6 | 3 | i | 0 | 0.2 | 0 | -1 | -2 | -3 | -2
CC(Sc1nc2ccccc2c(=O)n1CC1CCCO1)C(=O)NC(C)c1ccccc1 (stereo unspecified) | 0.2 | 1 | i | -3 | -0.4 | -12 | 2 | -2 | -5 | 0
COc1ccc(OCC(=O)N/N=C/c2ccc(OC)c(OC)c2C(=O)O)cc1 | -0.4 | -5 | i | 0 | -1.8 | -7 | -1 | -9 | -8 | 0
CCCCOC(=O)CNc1nnc(SCC(=O)OCC)[nH]c1=O | -0.2 | -4 | i | -1 | -0.5 | -9 | -4 | -4 | 3 | -1
Cc1ccccc1N=C1NN=C(c2ccccc2F)CS1 | 0.3 | 0 | i | -2 | 0.1 | 6 | 0 | 6 | 2 | -13
C1CCN(c2c3c(nc4nnnn24)CCCC3)CC1 | -0.6 | -10 | i | -3 | 0.5 | -11 | 0 | 3 | 0 | -3
CCN1CCN(S(=O)(=O)c2ccc(Cl)c(C(=O)NCc3nc4ccccc4[nH]3)c2)CC1 | 0.0 | 8 | i | 0 | -1.2 | 0 | -3 | -5 | -5 | 30
O=C(NS(=O)(=O)Nc1ccc(Cl)cc1)c1c[nH]c2ccccc12 | 0.5 | 4 | i | 1 | 0.9 | 12 | 2 | -6 | -4 | -3
O=C(c1cc2c(ccc3ccccc32)oc1=O)N1CCN(CCO)CC1 | -0.3 | -5 | / | -3 | -2.0 | 9 | -22 | 0 | -1 | 0
O=C1NC[C@@H](CCCCN2CCN(CC3CCCCC3)C(=O)C2=O)N(CC2CCCCC2)C1=O | -0.2 | -13 | i | / | 0.1 | 13 | -1 | / | 13 | /
COc1ccc(-n2nc(C(=O)NCC(=O)NCCc3ccc(OC)c(OC)c3)c3ccccc3c2=O)cc1Cl | -1.8 | 5 | i | -6 | 1.4 | 10 | -14 | -1 | -14 | 0
O=c1c2ccccc2nnn1CCN1CCOCC1 | -1.1 | 6 | i | -4 | -1.3 | 4 | -1 | -2 | 4 | -3
CC(C)(C)OC(=O)NCCCCCc1nnc(SCc2c(F)cccc2Cl)o1 | -0.4 | 3 | i | -1 | 0.7 | -1 | 5 | -1 | -5 | 1
Cc1ccc2cc(C#N)c(SCC(=O)NCC3CCCO3)nc2c1 (stereo unspecified) | 0.8 | 1 | i | -1 | 0.0 | 11 | 20 | 0 | -5 | 1
Nc1[nH]ncc1-c1ccccc1 | -0.5 | -3 | i | 0 | -1.3 | 5 | 0 | -3 | -4 | 1
Cc1cnc(C(=O)OCC(=O)Nc2cc(Cl)cc(Cl)c2)cn1 | 0.0 | -3 | i | -3 | 0.8 | 7 | -1 | -3 | -2 | -3
CC(C)C[C@H](NC(=O)c1[nH]cnc1C(=O)N[C@H](C)c1ccccc1)C(=O)OCc1ccccc1 | -0.3 | -4 | i | -4 | 2.8 | 18 | 5 | -5 | 7 | -8
CC(C)(C)n1ncc2c(=O)n(CC(=O)NCCc3ccccc3)cnc21 | -0.7 | 10 | i | -2 | -0.8 | 19 | -4 | 7 | 1 | 1
COc1ccc(C#Cc2c(-c3ccc(OC)cc3)oc3ccc(-c4ccc(OC)cc4)cc23)cc1 | -0.4 | 7 | / | 1 | 0.1 | 9 | 0 | -3 | -2 | 6
CCN(CC)CCCNC(=O)c1nn(-c2ccc(OC)cc2OC)c(=O)c2ccccc12 | -0.6 | 1 | i | 0 | 0.2 | 19 | -2 | -4 | 3 | 3
COCCNC(=O)c1ccc2c(=O)n(CCCN3CCCC3=O)c(=S)[nH]c2c1 | -0.8 | -1 | i | -5 | -1.3 | -2 | 4 | -5 | -11 | 0
O=C(COc1ccc(F)cc1Cl)Nc1nc(-c2ccccn2)cs1 | -0.3 | 2 | i | -2 | 1.6 | 6 | 2 | / | 1 | -3
CCCCCCCNC(=O)C1(CC2CC(c3ccc(Cl)cc3)=NO2)CCN(C(=O)c2ccccc2)CC1 (stereo unspecified) | -0.3 | -4 | i | 0 | 3.6 | 23 | 1 | -4 | 1 | -9
CCC1CCCCN1C(=O)Cn1c(=O)n(CCC(=O)NCc2ccco2)c(=O)c2sccc21 (stereo unspecified) | 0.5 | -11 | i | 0 | -1.2 | -1 | 4 | 2 | 4 | 6
Cc1cc(C)c(C)c(S(=O)(=O)N2CCN(CC(=O)c3c(N)n(Cc4ccccc4)c(=O)n(C)c3=O)CC2)c1C | 0.0 | -2 | i | 2 | 0.0 | 5 | 1 | 1 | 7 | -17
Cc1ccccc1OCC(=O)NC(=S)Nc1ccc(N2CCOCC2)c(Cl)c1 | -0.6 | 14 | i | 0 | 1.0 | 11 | -2 | -4 | 2 | 3
COc1ccccc1OCc1ccc(C(=O)NN)cc1 | -0.6 | 10 | i | -3 | -0.9 | -12 | -1 | 0 | 8 | 2
O=C(COC(=O)CCSc1ccccc1Cl)Nc1ccc(F)cc1F | -0.5 | -16 | i | -5 | 1.2 | 5 | 2 | -8 | -10 | 3
Cc1cccc(C)c1-c1ccc(CN2C(CC(C)C)C(=O)N(Cc3cn(CC4CCCCC4)nn3)CCS2(=O)=O)cc1 (stereo unspecified) | -0.3 | -12 | i | 1 | 3.4 | -1 | 1 | 0 | 17 | -13
COc1ccc(C2Nc3ccccc3NC3=C2C(=O)CC(C)(C)C3)cc1 (stereo unspecified) | 0.3 | 6 | i | 0 | 0.4 | 9 | -18 | 0 | 1 | -2
C=C(C)CNC(=S)NNC(=O)c1ccc(Br)cc1 | -0.1 | -16 | i | 0 | -2.5 | 3 | 3 | 3 | 6 | -2
COc1ccccc1CC(=O)NCCc1c[nH]c2ccccc12 | -0.4 | -2 | i | 1 | 0.9 | 6 | -5 | -1 | 0 | -6
C=CCNC(=O)c1onc(CSc2cccc(OC)c2)c1C(=O)NCC=C | -0.3 | 13 | i | -2 | 1.8 | 23 | 5 | -1 | 1 | -1
CCOc1ccc(OCCC(=O)N(CC)CC(=O)NCc2cccs2)cc1 | 0.0 | 3 | i | -2 | -0.2 | 7 | 2 | 4 | -4 | 9
C/C(=N/NC(=O)c1nnn(-c2nonc2N)c1COc1ccccc1)c1ccccc1 | -0.1 | -6 | i | 1 | -1.7 | -16 | 6 | -4 | 28 | 29
Cc1ccc(C)c(NC(=S)N2CCCCCC2)c1 | -0.8 | 5 | i | 1 | -1.7 | -9 | -1 | 11 | 1 | 4

3 compounds from above, sorted by count of non-hydrogen atoms, rising.
SMILES | TbMetRS inhib | NRP1-CendR mod | Neddyl block | STEP inh | LMPTP inh | SKN-1 block | SUMO1 PPI mod | Scp-1 inhibitor | NadD inh | DNMT1 inh
Cc1ccc(C)c(NC(=S)N2CCCCCC2)c1 | -0.8 | 5 | i | 1 | -1.7 | -9 | -1 | 11 | 1 | 4
COc1ccccc1OCc1ccc(C(=O)NN)cc1 | -0.6 | 10 | i | -3 | -0.9 | -12 | -1 | 0 | 8 | 2
CC(C)(C)n1ncc2c(=O)n(CC(=O)NCCc3ccccc3)cnc21 | -0.7 | 10 | i | -2 | -0.8 | 19 | -4 | 7 | 1 | 1

(continued)
SMILES | TbMetRS inhib | NRP1-CendR mod | Neddyl block | STEP inh | LMPTP inh | SKN-1 block | SUMO1 PPI mod | Scp-1 inhibitor | NadD inh | DNMT1 inh
COc1ccc(N2CCN(c3ncnc4sc(C(=O)NCC5CCCO5)c(C)c34)CC2)cc1 (stereo unspecified) | 0.2 | 4 | i | -1 | 0.2 | 20 | 4 | 5 | -8 | -1
O=C(Oc1ccccc1Cl)c1ccccc1P(=O)(O)O | -0.6 | 6 | i | -3 | -1.7 | 2 | -1 | -3 | -2 | 2
COC(C/C=C/[C@@H](O)[C@@H](C)OCc1ccccc1)OC | -0.3 | 20 | i | -1 | -0.4 | 5 | -4 | -2 | -1 | 5
Cc1csc(NC(=O)c2cc(=O)[nH]c3ccc(S(=O)(=O)N4CCOCC4)cc23)n1 | 0.1 | -3 | + | 0 | -1.9 | -7 | 5 | 3 | -3 | -3
Cc1ccc(NC(=O)CCC(=O)N/N=C/c2ccccc2O)cc1 | -0.6 | 8 | i | 0 | -1.0 | 12 | 2 | -8 | 7 | 0
O=C1CSC(c2ccccc2[N+](=O)[O-])N1CCc1ccccc1 (stereo unspecified) | -0.6 | 6 | i | 4 | -0.2 | -1 | -10 | -7 | -6 | 0
O=C1/C(=C/c2cccnc2)SC(=S)N1c1ccc(O)cc1 | 0.5 | -5 | i | 1 | 1.1 | 3 | -19 | -14 | -1 | -1
Cc1ccc(NC(=O)CN(Cc2ccco2)Cc2ccccc2O)cc1C | 0.0 | 0 | i | -2 | 2.6 | 0 | 8 | 1 | -6 | -1
C=CCOc1ccc(CNCCO)cc1OCC | -0.5 | 1 | i | -4 | -0.9 | 3 | 0 | 5 | 0 | 0
CCC(C)NC(=O)CSc1nnc(-c2cc(-c3ccc(C)cc3)nc3ccccc23)n1N (stereo unspecified) | -1.0 | -6 | i | -5 | 0.1 | 2 | -10 | -2 | 0 | -10
CCc1cc2cc(C)ccc2nc1SCC(=O)N1CCN(C(=O)c2ccco2)CC1 | -1.8 | -22 | i | 2 | 1.4 | 0 | 0 | 3 | 12 | -3
Cc1c(C(=O)NC2=NCCS2)cccc1[N+](=O)[O-] | -0.6 | -8 | i | 1 | 1.2 | 9 | -4 | -16 | -5 | -1
CCOC(=O)C1(C)/C(=N/Nc2ccc(S(N)(=O)=O)cc2)C(=O)C(=O)N1c1ccccc1 (stereo unspecified) | -0.9 | 10 | i | 3 | 5.6 | 1 | -31 | -8 | -2 | -3
COc1ccc(CCNC(=O)c2noc(C(C)C)c2[N+](=O)[O-])cc1OC | -0.3 | 23 | i | -3 | -1.9 | -4 | -9 | -6 | -2 | 2
O=C(O)c1cc(S(=O)(=O)N(Cc2ccccc2)c2ccc(Cl)cc2)ccc1Cl | -0.8 | 2 | i | -1 | 0.3 | 14 | 9 | 5 | -5 | 1
